RXFP1 antagonist: blocks the human relaxin receptor RXFP1; Q9HBX9; HEK293-RXFP1, relaxin-stimulated cAMP HTRF, 30 min; hits give low values; activity change, negative = inhibition, % at 57.5 µM; 350,000 tested, 0.59% active;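 active means activity change of -60% or lower, but not beyond a set lower limit; inconclusive means change between -60% and -40%, or beyond the set limit; inactive means change above -40%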; further: on the % scale 0 is the no-effect control and ±100 the full control effect
D2 PAM: positively modulates the human D2 dopamine receptor allosterically. P14416. HEK293 T-REx D2, calcium flux, EC20 dopamine potentiation. potentiation, % at 10 µM. 340,000 tested, 0.34% active. AID 485347;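 active means potentiation over 3 SD above the plate norm, cut at about 30% in these data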; further: 0% is about no effect
Target sequence (P14416 whole entry, looked up): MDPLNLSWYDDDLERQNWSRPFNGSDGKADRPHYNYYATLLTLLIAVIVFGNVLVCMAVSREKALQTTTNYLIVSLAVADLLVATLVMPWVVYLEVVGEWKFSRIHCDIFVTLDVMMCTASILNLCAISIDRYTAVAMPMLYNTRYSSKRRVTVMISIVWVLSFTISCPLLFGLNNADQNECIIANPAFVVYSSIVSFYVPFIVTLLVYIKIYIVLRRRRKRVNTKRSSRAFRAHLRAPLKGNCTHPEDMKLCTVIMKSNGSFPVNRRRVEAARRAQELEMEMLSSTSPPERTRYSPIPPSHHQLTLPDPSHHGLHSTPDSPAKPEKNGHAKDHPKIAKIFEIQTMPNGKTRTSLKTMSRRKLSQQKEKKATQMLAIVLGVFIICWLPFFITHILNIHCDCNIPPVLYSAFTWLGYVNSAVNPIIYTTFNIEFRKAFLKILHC
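Cells plated with tetracycline inducer and held overnight at 30 C; calcium dye loaded 30–90 min at room temperature; baseline taken, compound added and read 180 s; EC20 dopamine then added and read 180 s.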
Anesthetic bind: binds horse apoferritin like a general anesthetic. P02791. apoferritin/1-aminoanthracene competitive binding, fluorescence. Potency, µM (titrated, usually from 77.5 µM), without a hit: at the highest dose activity change, negative = displacement, actives largely listed as inhibitors. 350,000 tested, 0.074% active. AID 485281; further: potency means the concentration at half of the fitted maximal effect; on the % scale 0 is the no-effect control and ±100 the full control effect; nearly all actives have a fitted effect of over 20% in size
Target sequence (P02791 2-175 limits assumed): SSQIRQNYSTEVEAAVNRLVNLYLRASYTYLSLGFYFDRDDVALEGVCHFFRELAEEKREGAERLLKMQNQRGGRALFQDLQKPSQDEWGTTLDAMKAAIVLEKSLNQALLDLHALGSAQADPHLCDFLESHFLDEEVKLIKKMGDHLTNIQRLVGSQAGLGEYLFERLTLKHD
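Horse-spleen apoferritin (10 uM) was mixed with 50% saturated 1-aminoanthracene in PBS, exposed to compounds for 10 min at room temperature, and read for fluorescence (ex 380 nm, em 535 nm). Competitive displacement was fitted with a four-parameter Hill equation.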
TRHR agonist: activates the human TRH receptor | P34981 | 360,000 tested, 0.18% active | activation, % at 2 µM | TRHR cells, calcium flux fluo-8, FDSS agonist mode | AID 493084; in the data active means activation above about 30%; further: 0% is about no effect
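Agonist-mode FDSS calcium read (Ex 480/Em 530, 1 s cycles) in 1536-well TRHR cells with fluo-8 dye, after 10-cycle baseline and 23 nL compound addition; TRH at EC20 (10 nM final) added afterwards for the enhancer phase.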
D1 ag: human D1 receptor agonism. 360,000 tested, 1% active. AID 504660. HEK293 T-REx D1 cells, calcium flux, agonist mode. P21728. activation, % at 2 µM; in the data active means activation above about 30%; further: 0% is about no effect
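Agonism was scored from calcium flux recorded over 180 s (1 read/s) after pintool compound addition, following a 10-cycle baseline. Cells were inducible force-coupled HEK293 TREx D1, plated overnight at 30 C and loaded with no-wash calcium dye.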
TRHR enhancer: allosterically enhances the human TRH receptor; 360,000 tested, 0.66% active; TRHR cells, fluo-8 calcium fluorescence, EC20 TRH enhancement; enhancement, % at 2 µM; in the data active means enhancement above about 30%; further: 0% is about no effect
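TRHR-expressing cells loaded with fluo-8 calcium dye were read kinetically (ex 480/em 530) during compound addition, then stimulated with an EC20 of TRH (10 nM final). Enhancement of the Gq-mediated intracellular calcium response was scored.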
D1 PAM: potentiators of human D1 dopamine receptor; 360,000 tested, 0.036% active; AID 504651; potentiation, % at 10 µM; HEK293 TREx D1 cells, calcium flux, dopamine EC20 potentiation; in the data active means potentiation above about 30%; further: 0% is about no effect
RXFP1 agonist: RXFP1 (human) receptor agonism; HEK293T-RXFP1 cAMP TR-FRET, 30 min; response scale: percent of porcine relaxin response, buffer zero; AID 2676; 370,000 tested, 0.3% active; Potency, µM (series often up to 57.5 µM), for inactives: at the highest dose activation, actives largely listed as activators; further: potency means the concentration at half of the fitted maximal effect; on the % scale 0 is the no-effect control and ±100 the full control effect; nearly all actives have a fitted effect of over 60% in size; many of its hits are not listed in these tables
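HEK293T cells stably expressing RXFP1 were pretreated with the PDE4 inhibitor Ro 20174, exposed to compounds for 30 min at 37C, lysed, and cAMP was read by TR-FRET. Data normalized to buffer (basal) and 29 nM porcine relaxin (100%).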
D1 antagonist: antagonists of human D1 dopamine receptor; P21728; HEK293 TREx D1 cells, calcium flux, dopamine EC80; hits give low values; activity change, negative = inhibition, % at 10 µM; 360,000 tested, 3.2% active; AID 504652; in the data active means activity change below about -30%; further: on the % scale 0 is the no-effect control and ±100 the full control effect
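Using tetracycline-induced force-coupled D1 Hek293 cells and a calcium dye, signals were followed for 180 s after compound, then for 180 s after EC80 dopamine, to detect inhibitors.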
Starred values were filed as active, the others as inactive; ? = inconclusive; . = not tested or not shown; & = joins results of further samples; [ ] = another dose, or the depositor's remark. Unless noted, the call rests on the fitted dose curve; in most records, active means well fitted curve in the direction sought with a large enough effect; inconclusive means small, poorly fitted or top-dose-only effect, or another doubt; inactive means no such curve, though single readings can be large; an effect the other way counts as inactive or inconclusive. An excerpt; rates above refer to the full screens.

Values run as follows: RXFP1 antagonist	D2 PAM	Anesthetic bind	TRHR agonist	D1 ag	TRHR enhancer	D1 PAM	RXFP1 agonist	D1 antagonist
> COC(=O)c1ccccc1NC(=O)CCS(=O)(=O)c1ccc(Br)cc1
    2	2	?	0.3	0	-3	-4	1.7%	0
> Cc1ccc(CNC(=O)Cn2c(=O)cc(C(F)(F)F)c3c(C)nn(C)c32)cc1
    -4	8	-4%	-0.4	-1	5	-4	5.8%	24
> CCCN1CCCc2cc(CN(CCCN3CCOCC3)C(=O)Nc3ccc(OCC)cc3)ccc21
    -1&-2	-9&6	-7%&-3%	-0.7&-1.4	-1&2	2&-4	-5&7	-2.6%&-0.4%	-6&13
> COc1ccc(S(=O)(=O)N2CCOCC2)cc1NC(=O)c1cc2c(s1)CCCC2
    7	16	1%	-0.2	0	2	3	0.0%	6
> Cc1ccc(NC(=O)N2CCC(c3nc4c(nnn4Cc4cccc(Cl)c4)c(=O)[nH]3)CC2)cc1
    -2	-7	-7%	1.0	4	2	-8	-0.5%	-47*
> Cc1cccc(C)c1NC(=O)C(=O)NCC1CCCN1S(=O)(=O)c1cccs1 (stereo not given)
    0	7	.	0.4	3	8	-1	0.1%	11
> CCn1c(CNC(=O)c2cccs2)nnc1SCC(=O)Nc1cc(Cl)ccc1C
    5	8	?	-0.3	1	1	-2	3.4%	20
> Cc1cc(C)cc(N(CC(=O)NCCSc2ccccn2)S(=O)(=O)c2ccccc2)c1
    13	5	0%	2.1	1	-5	0	-0.8%	2
> O=C(COc1ccccc1Cl)Nc1ccccc1C(=O)NC1CC1
    3	-10	.	0.2	0	-6	-5	0.8%	-3
> Cc1nn(C(C)C(=O)Nc2sc3c(c2C#N)CCCC3)c(C)c1[N+](=O)[O-] (stereo not given)
    -9	-7	-21%	0.0	6	7	0	1.3%	-25
> Cc1ccc(C2(C)NC(=O)N(CC(=O)Nc3cc(S(=O)(=O)N4CCCCC4)ccc3OC(C)C)C2=O)cc1 (stereo not given)
    4	7	.	1.1	6	-5	3	0.2%	-4
> O=C(CNc1ccc(F)cc1F)NC(=O)NCc1ccco1
    -7	10	-17%	-0.4	4	12	-9	1.5%	-17
> Cc1ccnc(NS(=O)(=O)c2cc(-c3cc(C)no3)ccc2C(C)C)c1
    -11	3	4%	-0.5	1	1	1	8.9%	10
> CC(O)CNc1nc2ccccc2n1CC(=O)N1CCN(Cc2ccccc2)CC1 (stereo not given)
    -11	-1	-4%	-0.8	6	15	2	0.3%	1
> CCOC(=O)/C=C1\CN(CCC(C)C)S(=O)(=O)c2ccccc21
    .	6	-17%	-0.4	-1	2	5	0.1%	3
> Cc1ccc(-c2nc3c(=O)n(C)c4ccccc4c3o2)cc1
    -7	0	-9%	0.8	0	7	-1	13%	-2
> NC(=O)CCSC(=S)N1CCOCC1
    0	-18	-22%	0.1	2	3	7	0.8%	-5
> CCNC(=O)CN(Cc1ccccc1)S(=O)(=O)c1ccccc1
    10	-10	-12%	-0.1	1	-2	0	0.0%	-3
> CC(NC(=O)CN1C(=O)NC2(CCc3ccccc32)C1=O)c1ccc2c(c1)OCCO2 (stereo not given)
    -2	1	.	-0.5	-1	0	-3	-1.3%	-42*
> O=C(COc1ccc(Cl)cc1)N(Cc1ccco1)c1ccccn1
    .	16	-3%	0.3	-2	-1	0	-0.9%	7

In a second layout: results already given.
SMILES	RXFP1 antagonist	D2 PAM	Anesthetic bind	TRHR agonist	D1 ag	TRHR enhancer	D1 PAM	RXFP1 agonist	D1 antagonist
CCn1c(CNC(=O)c2cccs2)nnc1SCC(=O)Nc1cc(Cl)ccc1C	5	8	?	-0.3	1	1	-2	3.4%	20
Cc1cc(C)cc(N(CC(=O)NCCSc2ccccn2)S(=O)(=O)c2ccccc2)c1	13	5	0%	2.1	1	-5	0	-0.8%	2

Going on with the list.
Values run as follows: RXFP1 antagonist	D2 PAM	Anesthetic bind	TRHR agonist	D1 ag	TRHR enhancer	D1 PAM	RXFP1 agonist	D1 antagonist
> CSc1nc2c(c(=O)n1-c1ccccc1)SCC2
    -14	-3	40%[activator]	0.0	0	-8	8	-0.3%	0
> CC(C)(C)c1nnc(NC(=O)c2cc(-c3ccccc3)nc3ccccc23)s1
    -2	12	-21%	0.8	5	-1	-7	1.5%	-25
> Cc1onc(-c2ccccc2Cl)c1C(=O)NCc1ccccc1F
    6	-2	-8%	-0.9	0	8	-3	2.8%	-25
> COc1ccc2[nH]c(C)c(CCNC(=S)Nc3cc(C)ccc3C)c2c1
    .	1	-7%	-0.9	0	-2	-4	6.1%	13
> CC(=O)N1CCN(S(=O)(=O)c2cccc(C(=O)NCCc3ccc(Cl)cc3)c2)CC1
    -16	4	.	-0.2	0	-6	3	-0.5%	4
> Cc1cccc(N(CC(=O)NCc2ccccc2)S(C)(=O)=O)c1C
    -1	15	-20%	-0.9	5	5	-2	-1.4%	3
> CO/N=C/c1cc([N+](=O)[O-])ccc1Sc1ccc(C)cc1
    -26	0	6%	-1.3	10	8	-4	0.4%	3
> CCOC(=O)C1=C(CN(C)Cc2ccccc2)NC(=O)NC1c1ccc(OC)cc1 (stereo not given)
    1	-1	-8%	-0.6	-2	6	-2	2.4%	-9
> COc1cccc(N2CC(NC(=O)C3CCCC3)CC2=O)c1 (stereo not given)
    0	-7	2%	0.1	1	1	-3	-0.1%	.
> O=C(Nc1cc(S(=O)(=O)N2CCCCC2)ccc1Cl)c1ccc(F)cc1
    -15	-2	.	-0.6	0	-1	-4	-0.5%	-6
> O=C(O)Cc1ccc(OCc2ccc(Cl)nc2)cc1
    -13	-1	-6%	0.2	2	3	1	-2.1%	7
> Cc1ccc(NC(=O)CCCN2C(=O)COc3ccc(C)cc32)c(C)c1
    -4	4	-9%	-0.8	14	19	-3	-0.6%	1
> COc1cc(OC)cc(C(=O)Nc2ccc(CN3CCCCC3)cc2)c1
    -14	-1	-13%	0.1	1	16	-4	0.8%	-7
> CCN1CCCc2cc(CN(CCN3CCOCC3)C(=S)Nc3ccc(C)cc3)ccc21
    6	-1	-6%	0.0	1	2	-12	-1.4%	2
> O=C(Nc1cc(Cl)ccc1N1CCCCC1)c1cccs1
    -8	-20	-8%	-1.7	2	3	11	-1.8%	13
> CS(=O)(=O)N(CC(=O)N1CCN(Cc2ccc3c(c2)OCO3)CC1)c1ccc2c(c1)OCO2
    2	2	2%	0.1	4	2	2	-0.3%	9
> COc1ccccc1CNC(=O)Cn1c(=O)nc(-c2ccccc2F)c2cc(Cl)ccc21
    -2	3	52%[activator]	-0.2	-2	2	2	1.2%	-8
> CC(=O)c1ccc(NC(=O)CN2C(=O)/C(=C/C=C/c3ccccc3)SC2=S)cc1
    -19	3	6%	-0.1	3	2	5	-0.2%	-5
> COc1ccc(NC(=O)CN2CCN(C3c4ccccc4-c4ccccc43)CC2)cc1
    -21	2	3%	0.1	3	-3	0	2.4%	3
> COc1ccc(-c2sc(NC(=O)c3ccc(C)cc3)nc2-c2ccc([N+](=O)[O-])cc2)cc1
    4	.	-11%	0.2	2	-2	2	1.8%	-3
> CC1CCN(C(=O)C2CCN(S(=O)(=O)c3cccnc3)CC2)CC1
    8	1	-3%	0.6	0	14	-1	-0.2%	3
> NC(=O)c1cccc(C(N)=O)n1
    5	16	-3%	2.2	0	9	-2	-1.6%	2
> O=C1CCCC2=C1C(c1ccccc1O)C1=C(CCCC1=O)O2
    5	-5	-15%	0.2	2	-8	-4	-0.8%	-1
> Cc1cc(C)nc(/N=C2\NC(=O)CC3C(=O)NCCN23)n1 (stereo not given)
    2	16	-7%	-0.4	1	16	0	-0.3%	-17
> CCCCNC(=O)CSc1nnc(Cc2ccccc2)n1CC
    17	20	-1%	-0.2	0	1	-5	3.1%	-1
> Cc1cc(C=O)c(C)n1-c1ccc(N2CCCC2)c([N+](=O)[O-])c1
    -3	-5	?	0.7	6	-5	-7	0.8%	-11
> O=C(CNC(=O)c1cc2c(s1)CCC2)Nc1ccccc1Br
    0	2	4%	0.4	0	-5	-6	-0.6%	3
> COc1ccc(C(=O)NCC(=O)NCC(=O)OCc2ccc(Br)cc2)cc1
    5	0	-9%	-1.8	0	-1	-1	-1.2%	-2
> NNC(=O)c1ccc2nc(-c3ccc(Br)cc3)cn2c1
    -18	7	-18%	2.4	4	11	2	7.6%	-1
> COC(CNC(=O)CCc1c(C)nc2c(-c3ccc(F)cc3)c(C)nn2c1C)OC
    0	7	-10%	-0.3	0	5	-4	0.1%	-24
> CC(=O)Oc1ccc(/C(C)=N\N2CCN(Cc3ccc(Cl)cc3)CC2)cc1
    3	-3	-4%	0.6	12	3	3	1.9%	13
> COCCCNC(=O)CN1C(=O)COc2ccc(S(=O)(=O)N3CCCCCC3)cc21
    -11	7	-5%&-1%	0.1&-0.3	4&3	1&1	-1&5	7.4%&1.7%	-14&12
> N#CCCCn1c(=O)oc2ccccc21
    ?	4	-8%	0.5	0	0	0	1.0%	3
> COc1cc(CN(C)Cc2cc(=O)oc3cc(C)c(Cl)cc23)ccc1OC(F)F
    -7	0	-21%	1.2	5	1	-6	1.0%	14
> Cc1cnc(C(=O)OCC(=O)Nc2ccc(Oc3ccccc3)cc2)cn1
    -6	12	-3%	0.2	9	11	5	-0.5%	-41*

Assay outcomes as filed in PubChem.
